SENP6 block = SENP6 protease inhibitors, primary screen, biochemical, luminescence, uHTS; Sentrin-specific protease 6 (Homo sapiens), Q9GZR1; Recombinant SENP6 catalytic domain, aminoluciferin luminescence; inhibition, % at 10 µM; actives 1.8% (n = 330,000);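 active means inhibition above about 50% at the single tested dose, limit read from the data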;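 further: plate controls were DMSO wells with enzyme for no effect and DMSO wells lacking enzyme for full effect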
SENP1 inh = human SENP1 catalytic domain inhibitors, primary screen, biochemical, FRET, uHTS | AID 624204, 2012 | recombinant SENP1 catalytic domain, CyPet-SUMO1-YPet FRET cleavage | actives 0.21% (n = 360,000) | inhibition, % at 10 µM | Sentrin-specific protease 1 (Homo sapiens), Q9P0U3;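 active means inhibition at least 30% at 10 µM, raw YFP signal under a set limit, fluorescence ratio 0.5 to 1.5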;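 further: 0% = enzyme with DMSO and 100% = no enzyme wells; some results filed as inactive read as strong as hits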
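Assay system – human recombinant His6-tagged SENP1 catalytic domain enzyme · Input – SENP1 enzyme, 20 pM final · Buffer or medium – Tris pH 8 buffer plus EDTA, NaCl, BME, BSA, NP40, catalase · Schedule – 50 min reaction at room temperature · Technique – FRET read of cyan and yellow fluorescence · Control set – no-enzyme wells low, DMSO-plus-enzyme wells high control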
PfG6PD inh = PfG6PD enzyme inhibitors, primary screen, biochemical, fluorescence intensity, uHTS; glucose-6-phosphate dehydrogenase-6-phosphogluconolactonase (Plasmodium falciparum 3D7); PfGluPho enzyme, NADPH resazurin-diaphorase fluorescence; inhibition, % at 20 µM; actives 0.78% (n = 350,000); AID 504690, 2011;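 active means inhibition reaching at least a set limit at 20 µM in the primary screen, cut at about 59% in these data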;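 further: 0% = DMSO wells with substrate and 100% = DMSO wells lacking glucose-6-phosphate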
SENP8 block-1 = SENP8 protease inhibitors, primary screen, biochemical, luminescence; Sentrin-specific protease 8 (Homo sapiens), Q96LD8; purified SENP8, Z-RLRGG-aminoluciferin cleavage; inhibition, % at 10 µM; actives 1.2% (n = 330,000); AID 2540, 2010; in the data active means inhibition above about 50%
Apaf1 inhib = inhibitors of human Apaf-1 apoptosome, primary screen, biochemical, DEVD-Rh110 fluorescence, uHTS. Apoptotic protease-activating factor 1 (Homo sapiens), O14727. inhibition, % at 20 µM. actives 0.71% (n = 330,000). reconstituted apoptosome caspase-3 activity; active means inhibition of at least 40% at 20 µM;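 further: plate controls were DMSO wells for no effect and DEVD-CHO caspase inhibitor wells for full effect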
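Medium: Hepes buffer, pH 7.5 / System: biochemical Apaf-1 apoptosome reconstitution / Measured by: Rh110 fluorescence, excitation 480 nm, emission 540 nm / Times: compound with Apaf-1, dATP, procaspase-3 30 min, then 50 min reaction, room temperature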
SENP7 inh = SENP7 protease inhibitors, primary screen, biochemical, luminescence, uHTS. recombinant SENP7, Z-RLRGG-aminoluciferin luminescence, 40 min. inhibition, % at 5 µM. actives 1.5% (n = 330,000);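 active means inhibition above about 50% at the single test dose, limit read from the data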;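 further: plate controls were DMSO with enzyme for no effect and no enzyme buffer wells for full effect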
HKDC1 inh = HKDC1 hexokinase inhibitors, primary screen, biochemical, fluorescence, uHTS; Q2TB90; recombinant HKDC1, G6PDH/diaphorase resazurin coupled fluorescence; inhibition, % at 20 µM; actives 0.16% (n = 340,000); AID 493160, 2011;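 active means inhibition above about 35% when tested at 20 µM, limit read from the data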;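 further: plate controls were DMSO wells with enzyme for no effect and DMSO wells lacking enzyme for full effect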
Target sequence (Q2TB90 whole entry, looked up): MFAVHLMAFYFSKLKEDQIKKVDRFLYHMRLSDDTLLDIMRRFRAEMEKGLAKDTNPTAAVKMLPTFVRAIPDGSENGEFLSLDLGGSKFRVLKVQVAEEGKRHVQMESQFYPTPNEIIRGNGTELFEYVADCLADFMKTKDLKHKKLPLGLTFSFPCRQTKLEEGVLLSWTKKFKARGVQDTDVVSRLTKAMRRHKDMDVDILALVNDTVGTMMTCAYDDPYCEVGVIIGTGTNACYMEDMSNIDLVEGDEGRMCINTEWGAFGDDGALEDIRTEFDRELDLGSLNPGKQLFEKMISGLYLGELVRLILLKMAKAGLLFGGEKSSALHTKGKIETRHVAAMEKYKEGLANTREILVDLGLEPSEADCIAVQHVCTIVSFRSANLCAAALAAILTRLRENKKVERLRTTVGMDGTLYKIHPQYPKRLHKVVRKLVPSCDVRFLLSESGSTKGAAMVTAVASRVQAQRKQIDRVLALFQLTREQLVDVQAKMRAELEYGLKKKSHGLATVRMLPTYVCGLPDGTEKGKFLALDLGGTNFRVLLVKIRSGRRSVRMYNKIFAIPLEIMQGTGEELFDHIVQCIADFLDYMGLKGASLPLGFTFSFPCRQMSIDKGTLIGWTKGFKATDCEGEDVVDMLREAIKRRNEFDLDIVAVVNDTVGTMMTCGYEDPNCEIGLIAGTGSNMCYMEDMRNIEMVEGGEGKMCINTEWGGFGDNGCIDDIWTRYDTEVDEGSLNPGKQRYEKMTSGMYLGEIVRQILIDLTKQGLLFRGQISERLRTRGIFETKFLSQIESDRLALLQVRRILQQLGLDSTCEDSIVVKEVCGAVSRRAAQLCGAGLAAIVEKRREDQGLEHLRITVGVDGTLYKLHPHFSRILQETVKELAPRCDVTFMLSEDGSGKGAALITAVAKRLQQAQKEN
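Assay system: in-house recombinant HK5 (HKDC1) enzyme. Input: HKDC1 at 5 µg/mL. Medium: Tris pH 8.0 buffer with MgCl2, Tween-20, BSA, BME. Dosing: single 20 µM dose. Schedule: 90 min reaction incubation at room temperature, dark. Signal: resazurin-to-resorufin fluorescence via G6PDH and diaphorase coupling, 525/613 nm. Controls: DMSO-enzyme wells negative, buffer-substituted wells positive.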
SENP8 block-2 = human SENP8 protease inhibitors, primary screen, biochemical, fluorescence, Nedd8 protein substrate, uHTS; Sentrin-specific protease 8 (Homo sapiens), Q96LD8; recombinant SENP8; inhibition, % at 20 µM; actives 0.64% (n = 360,000); AID 602440, 2012; in the data active means inhibition mostly above about 40%, no sharp cut-off; inactive means mostly below about 27%
* hit, by the source's call; x = no result given.

(1) COc1ccc(NC(=O)C2CCCN2S(=O)(=O)c2cccc3cccnc23)cc1OC (stereo not drawn)
(2) Cc1cccc(Nc2n[nH]c(C)c2[N+](=O)[O-])c1
(3) CC(=O)c1cc2c(C)cc(=O)oc2cc1O
(4) CC(C)(C)NC(=O)NC(=O)CN1CCN(S(=O)(=O)/C=C/c2ccccc2)CC1
(5) Cc1ccc(NC(=S)N2CCOCC2)c(C)c1
(6) CC(Oc1ccc2c3c(c(=O)oc2c1)CCCC3)C(=O)NCCCn1ccnc1 (stereo not drawn)

assay / entry	1	2	3	4	5	6
SENP6 block	1	30	-17	-15	-10	-24
SENP1 inh	-3	1	-59	0	2	0
PfG6PD inh	-7	-6	-7	12	2	16
SENP8 block-1	0	-12	-12	6	0	0
Apaf1 inhib	-8	-8	4	10	13	4
SENP7 inh	4	-8	2	-8	1	-5
HKDC1 inh	0	2	-4	-3	-1	2
SENP8 block-2	3	22	-224	11	19	-189

(7) CC1(C)CC(=O)C2=C(C1)OC1=C(C2)C(=O)CC(C)(C)C1
(8) O=C(COC(=O)CCNS(=O)(=O)c1ccccc1F)Nc1nnc(-c2ccccc2)o1
(9) Cc1ccc(S(=O)(=O)NC(CC(C)C)C(=O)N2CCOCCOCCOCC2)cc1 (stereo not drawn)
(10) c1ccn(-c2ncnc3sc4c(c23)CCCC4)c1
(11) NS(=O)(=O)c1ccc(CNC(=O)CCS(=O)(=O)Cc2ccccc2)cc1
(12) COc1ccc(NC(=O)C2CCCN2S(=O)(=O)c2ccc3c(c2)CCC(=O)N3)cc1Cl (stereo not drawn)

assay / entry	7	8	9	10	11	12
SENP6 block	-17	-12	8	0	0	-1
SENP1 inh	-1	2	2	-8	3	0
PfG6PD inh	-5	-50	-18	-11	-4	6
SENP8 block-1	-6	-4	-10	4	-7	8
Apaf1 inhib	4	5	1	4	7	-5
SENP7 inh	4	-4	-9	-6	-6	-10
HKDC1 inh	-8	-4	-3	-1	2	-8
SENP8 block-2	-5	-3	15	7	9	1

(13) O=S(=O)(c1ccccc1)c1nc(-c2cccs2)oc1NCC1CCCO1 (stereo not drawn)
(14) C[C@H](CO)N1C[C@H](C)[C@@H](CN(C)S(=O)(=O)c2ccc(F)cc2)Oc2ccc(NS(=O)(=O)c3cccs3)cc2C1=O
(15) COc1cc(C)ccc1OCc1cc(C(=O)N2CCN(C3CCCCC3)CC2)no1
(16) COc1ccc(-c2[nH]c(-c3ccc(F)cc3)nc2SCC(=O)NCc2ccco2)cc1OC
(17) CCc1nc(SCC(=O)O)c(C#N)cc1C
(18) COc1ccc(CCNC(=O)COC(=O)c2ccc(Br)o2)cc1

assay / entry	13	14	15	16	17	18
SENP6 block	-19	-9	5	4	-16	15
SENP1 inh	1	2	-10	1	3	2
PfG6PD inh	5	-12	-10	7	-28	3
SENP8 block-1	2	-11	3	4	5	0
Apaf1 inhib	6	14	8	-4	-20	-8
SENP7 inh	-4	-8	1	-8	-5	5
HKDC1 inh	-8	1	-5	-5	-2	-1
SENP8 block-2	-120	8	10	-362	12	6

The list goes on; it opens with the 4 that closed the last part.
(15) COc1cc(C)ccc1OCc1cc(C(=O)N2CCN(C3CCCCC3)CC2)no1
(16) COc1ccc(-c2[nH]c(-c3ccc(F)cc3)nc2SCC(=O)NCc2ccco2)cc1OC
(17) CCc1nc(SCC(=O)O)c(C#N)cc1C
(18) COc1ccc(CCNC(=O)COC(=O)c2ccc(Br)o2)cc1
(19) COc1ccc(-c2c(C#Cc3ccsc3)c3cc(-c4ccc5c(c4)OCCO5)ccc3n2C)cc1
(20) Cc1[nH]c(C)c(S(=O)(=O)Nc2cccc(Cl)c2C)c1C(=O)N1CCCC1
(21) CCc1cc(OCCN(C)C)ccc1Cl
(22) CC(OC(=O)c1cc(S(=O)(=O)N2CCOCC2)ccc1F)C(=O)NCC1CCCCC1 (stereo not drawn)
(23) Cc1cc(NC(=O)c2cc3ccccc3o2)cc(C)c1OCC(=O)N1CCOCC1
(24) O=C(NNS(=O)(=O)c1ccccc1[N+](=O)[O-])c1cccc([N+](=O)[O-])c1

assay / entry	15	16	17	18	19	20	21	22	23	24
SENP6 block	5	4	-16	15	-5	10	-9	0	-30	-14
SENP1 inh	-10	1	3	2	0	1	1	2	3	3
PfG6PD inh	-10	7	-28	3	-14	-5	8	7	37	9
SENP8 block-1	3	4	5	0	-3	2	0	7	4	-5
Apaf1 inhib	8	-4	-20	-8	1	1	-7	2	-13	7
SENP7 inh	1	-8	-5	5	8	-2	1	2	6	-3
HKDC1 inh	-5	-5	-2	-1	-3	-5	-4	-9	-8	1
SENP8 block-2	10	-362	12	6	-495	9	7	-1	3	22

(25) CCOc1ccccc1OCC(=O)NCCc1ccc(S(N)(=O)=O)cc1
(26) Cc1ccc(C(C)NC(=O)c2cc3cc(Br)ccc3oc2=N)cc1 (stereo not drawn)
(27) CCCCN1CC(=O)N2[C@H]3c4cc(OC)ccc4OC[C@@H]3[C@H](C(=O)OCC)[C@]2(C)C1=O
(28) CCOCCCNC(=O)C(c1ccccc1)N(Cc1ccc2c(c1)OCO2)C(=O)c1ccccc1O (stereo not drawn)
(29) CC(=O)Nc1ccc(NC(=O)C(C)OC(=O)CCC(=O)c2ccc(F)cc2)cc1 (stereo not drawn)
(30) Cc1cccc(C(=O)NC2CCN(S(=O)(=O)c3cccc(F)c3)CC2)c1

assay / entry	25	26	27	28	29	30
SENP6 block	-3	-10	12	5	2	x
SENP1 inh	1	0	-2	1	8	3
PfG6PD inh	-8	-1	8	-12	10	-10
SENP8 block-1	6	-8	2	3	-8	x
Apaf1 inhib	-12	25	-5	5	-2	x
SENP7 inh	28	-1	1	-3	-2	x
HKDC1 inh	-3	0	-3	-7	-2	2
SENP8 block-2	3	6	-48	-1	14	6

Three compounds out of the list above, arranged by their value in PfG6PD inh, smallest number first:
nr | structure | SENP6 block | SENP1 inh | PfG6PD inh | SENP7 inh | HKDC1 inh
10 | c1ccn(-c2ncnc3sc4c(c23)CCCC4)c1 | 0 | -8 | -11 | -6 | -1
20 | Cc1[nH]c(C)c(S(=O)(=O)Nc2cccc(Cl)c2C)c1C(=O)N1CCCC1 | 10 | 1 | -5 | -2 | -5
18 | COc1ccc(CCNC(=O)COC(=O)c2ccc(Br)o2)cc1 | 15 | 2 | 3 | 5 | -1

Next structures.
(31) COc1cccc(N2C(=O)C3CCCN3C2c2ccc(N(C)C)cc2)c1 (stereo not drawn)
(32) COc1c(Cl)ccc(Cl)c1C(=O)NC(=S)N1CCOCC1
(33) Cc1ccc(S(=O)(=O)N/N=C/c2ccc(O)c(O)c2)cc1[N+](=O)[O-]
(34) O=C(c1ccccc1)N1N=C(c2ccccc2)CC1c1ccccc1[N+](=O)[O-] (stereo not drawn)
(35) C=CCN1C(=O)c2ccc(C(=O)N(CC)CC(=O)Nc3ccc(OC)cc3)cc2C1=O
(36) O=C(NC(NCCCN1CCOCC1)(C(F)(F)F)C(F)(F)F)C1CCCCC1

assay / entry	31	32	33	34	35	36
SENP6 block	-5	3	-14	7	3	-8
SENP1 inh	-2	2	3	1	1	1
PfG6PD inh	21	-3	2	24	-7	9
SENP8 block-1	-9	-4	-2	-12	-5	2
Apaf1 inhib	-2	1	-4	18	4	-3
SENP7 inh	-4	2	1	-4	-5	-4
HKDC1 inh	-6	8	-2	2	-7	3
SENP8 block-2	-1	5	28	21	6	29

(37) O=C(c1ccco1)N1CCN=C1SCc1ccc(F)cc1
(38) O=C(OCC(O)COc1ccccc1)c1ccc([N+](=O)[O-])cc1 (stereo not drawn)
(39) Cc1ccc(-c2nn(-c3ccccc3)cc2C(=O)N2CCOCC2)cc1
(40) C/C=C\C=C/C(=O)Nc1cccc(C2=NOC3(C2)C[C@@H](C(N)=O)N(C(=O)/C=C/C=C\C)C3)c1 (stereo partly drawn)
(41) CC(C)(C)OC(=O)N1CCC(CC2CC(c3cccc(Br)c3)=NO2)(C(=O)O)CC1 (stereo not drawn)
(42) CCOc1cc(/C=N/O)ccc1OCC(=O)Nc1cccc(C)c1

assay / entry	37	38	39	40	41	42
SENP6 block	0	-11	7	-14	-2	-9
SENP1 inh	-1	-1	0	-12	-2	1
PfG6PD inh	-10	-8	-3	53	3	16
SENP8 block-1	-2	1	-4	-6	1	0
Apaf1 inhib	3	7	11	-15	2	4
SENP7 inh	3	1	-2	-9	2	3
HKDC1 inh	2	1	-2	17	-1	-1
SENP8 block-2	-16	18	35	1	15	-13

(43) CN(/N=C/c1ccco1)C1=NS(=O)(=O)c2ccccc21
(44) CCOC(=O)c1csc(NC(=O)c2ccc(C#N)cc2)n1
(45) O=c1[nH]n(-c2ccccc2)c(=O)c2ccccc12
(46) CN(C)CCCNc1ccc(-c2nn(C)c(=O)c3ccccc23)cc1[N+](=O)[O-]
(47) CCc1ccc2c(CN(CC)Cc3nc4ccccc4c(=O)[nH]3)cc(=O)oc2c1
(48) NNc1nc(-c2ccccc2Cl)nc2ccccc12

assay / entry	43	44	45	46	47	48
SENP6 block	-20	-8	-5	8	13	-19
SENP1 inh	-52	0	2	4	-94	-3
PfG6PD inh	2	10	9	7	19	3
SENP8 block-1	0	-8	0	2	5	-8
Apaf1 inhib	5	9	-5	-2	4	8
SENP7 inh	-1	-5	-1	-5	3	-15
HKDC1 inh	0	-7	-2	-4	6	-3
SENP8 block-2	-134	14	5	20	-66	22

Three entries already listed, sorted by molecular weight, rising.
(43) CN(/N=C/c1ccco1)C1=NS(=O)(=O)c2ccccc21
(44) CCOC(=O)c1csc(NC(=O)c2ccc(C#N)cc2)n1
(46) CN(C)CCCNc1ccc(-c2nn(C)c(=O)c3ccccc23)cc1[N+](=O)[O-]

assay / entry	43	44	46
SENP6 block	-20	-8	8
SENP1 inh	-52	0	4
PfG6PD inh	2	10	7
SENP8 block-1	0	-8	2
Apaf1 inhib	5	9	-2
SENP7 inh	-1	-5	-5
HKDC1 inh	0	-7	-4
SENP8 block-2	-134	14	20

The listing continues:
(49) CCOC(=O)Cn1c(=O)oc2cc(S(=O)(=O)N3CCN(C(=O)OCC)CC3)ccc21
(50) CN1CCN(CC(=O)Nc2cc(N(C)C)nc3ccccc23)CC1
(51) Cc1ccc(-c2cc(C(=O)N3CC4(C)CC3CC(C)(C)C4)no2)cc1 (stereo not drawn)
(52) N#CC(c1ccccc1)c1ccc(=O)[nH]n1 (stereo not drawn)

assay / entry	49	50	51	52
SENP6 block	3	0	-20	11
SENP1 inh	-1	1	0	1
PfG6PD inh	-17	8	-10	-15
SENP8 block-1	-4	-8	-3	1
Apaf1 inhib	-2	-7	18	-7
SENP7 inh	-5	3	1	-2
HKDC1 inh	-7	-1	10	-5
SENP8 block-2	11	-444	7	6

Not a hit list; any-hit rate near 3.6%.
